Source: PubChem (National Center for Advancing Translational Sciences (NCATS))
ATXN2 expr inh – reduces ATXN2 reporter expression in HEK-293 cells. HEK-293 ATXN2-luciferase reporter, luminescence, 24 h. Potency, µM (series often up to 57 µM), for the others: at the highest dose activity change, negative = inhibition, usual class: inhibitors. 360,000 tested, 0.72% active; further: potency means the concentration at half of the fitted maximal effect; on the % scale 0 is the no-effect control and ±100 the full control effect; nearly all actives have a fitted effect of over 55% in size
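ATXN2-luciferase reporter cells (luciferase flanked by upstream and downstream ATXN2 gene portions) were treated 24 h at 37 °C with compounds at up to 57 uM. SteadyGlo luminescence gave expression; GF-AFC fluorescence gave viability.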
IL-1B inflam inh – inhibitors of inflammasome signaling (IL-1 beta secretion). THP-1 LPS/ATP IL-1B secretion, AlphaLISA, 16 h; hits give low values. 360,000 tested, 4.7% active. AID 743279. activity change, % at 57.5 µM; in the data active means activity change below about -50%; inconclusive means mostly about -30% to -49%; further: on the % scale 0 is the no-effect control and ±100 the full control effect
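Secreted IL-1B measured by AlphaLISA bead assay after 16 h compound exposure of THP-1 cells; compounds (final up to 57.5 uM) added 1 h before LPS (250 ng/mL) and ATP (1.25 mM) stimulation; lower signal means less secretion.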
SW480 rereplic – inducers of DNA re-replication in SW480 colon cancer cells; AID 624297; 340,000 tested, 1.8% active; SW480 DNA re-replication, Hoechst DNA content imaging, 48 h; Potency, µM (highest dose often 46.1 µM), inactives show at the top dose re-replication activation, actives largely listed as activators; further: potency means the concentration at half of the fitted maximal effect; % of control where 0% means no effect; nearly all actives have a fitted effect of over 55% in size
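Per well, 250 cells were exposed to pinned compound for 48 hr. Nuclear DNA was visualised with Hoechst (40 min, 37 C) and total object intensity recorded by fluorescence scanning.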
KB-3-1 cytotox – KB-3-1 parental cell cytotoxicity | 400,000 tested, 1.4% active | KB-3-1 viability, CellTiter-Glo ATP luminescence, 72 h | Potency, µM (doses to about 46.1 µM), for inactives: top-dose activity change, negative = cytotoxic, usual class: cytotoxic; further: potency means the concentration at half of the fitted maximal effect; on the % scale 0 is the no-effect control and ±100 the full control effect; nearly all actives have a fitted effect of over 60% in size
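KB-3-1 cells, DMEM (no phenol red) + 10% FBS; compound by pin transfer, 72 h, 37 °C. Readout: CellTiter-Glo luminescence after 10 min. Data normalized, curve-fitted.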
HT1080 IDH1KD tx – kills HT-1080 cells with IDH1 knockdown | HT-1080 IDH1 knockdown viability, ATP luminescence, 48 h | Potency, µM (series often up to 46.1 µM), for the others: top-dose activity, negative = toxicity, actives largely listed as cytotoxic | 360,000 tested, 2% active;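 further: potency means the concentration at half of the fitted maximal effect; 0% = DMSO wells and -100% = cell-free medium wells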
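Using the IDH1-knockdown HT-1080 line run in the same batch and compound series as the NT line, viability after 48 h at 37 °C was determined by CellTiter-Glo luminescence and expressed as % activity.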
HT1080NT lethal – kills 2HG-producing HT-1080-NT fibrosarcoma cells; Potency, µM (top dose mostly 46.1 µM), inactives show top-dose activity, negative = less viability, hits mostly cytotoxic; HT-1080-NT fibrosarcoma viability, CellTiter-Glo ATP luminescence, 48 h; 360,000 tested, 1.6% active;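 further: NT is the 2HG producing partner of a matched IDH1 knockdown line; potency means the concentration at half of the fitted maximal effect; 0% = DMSO-treated cells and -100% = media-only wells without cells; nearly all actives have a fitted effect of over 55% in size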
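HT-1080-NT; 750 cells/well; 5% FBS RPMI; 48 h compound, 37 degrees C; CellTiter-Glo luminescence; curve fitting and curve-class assignment.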
S2 tox – cell viability loss in ATXN counter-screen | Potency, µM (doses to about 56.7 µM), usual class: cytotoxic | S2 cells (HEK-293 line with an ATXN2-luciferase reporter) viability, CellTiter-Fluor protease fluorescence, 24 h | 400,000 tested, 0.49% active; further: potency means the concentration at half of the fitted maximal effect; nearly all actives have a fitted effect of over 40% in size
HepG2 viability – counter-screen for TGF-b inhibitors: cytotoxicity in HepG2 cells | HepG2 CAGA-GFP viability, ATP luminescence, 18 h | Potency, µM (highest dose often 46.1 µM), for inactives: at the highest dose activity change, negative = cytotoxicity, actives largely listed as cytotoxic | 410,000 tested, 0.76% active | AID 588856; further: potency means the concentration at half of the fitted maximal effect; some results filed as inactive show a strong effect at the top dose
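CellTiter-Glo luminescence gave cytotoxicity after 18 hours at 37 degrees C. The cells were HepG2 CAGA-GFP in 1% FBS DMEM, stimulated with 500 pg/mL TGF-beta after compound addition. %Activity was normalised to no-cell wells (complete cell-killing) and DMSO (no toxicity), and curves were fitted and classified.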
MCF10A rereplic – inducers of DNA re-replication in MCF 10A breast cells; AID 624296; MCF 10A DNA re-replication, Hoechst nuclear intensity, 48 h; 350,000 tested, 2.9% active; Potency, µM (highest dose often 46.1 µM), for inactives: at the top dose activity, positive = re-replication, most hits filed as activators; further: potency means the concentration at half of the fitted maximal effect; % of control where 0% means no effect; nearly all actives have a fitted effect of over 50% in size
* = called active by the depositor; i = inactive; u = inconclusive; x = no result given; & = joins results of further samples; [ ] = dose if it differs, or a comment. Unless noted, the call rests on the fitted dose curve; in most records, active means well fitted curve in the direction sought with a large enough effect; inconclusive means small, poorly fitted or top-dose-only effect, or another doubt; inactive means no such curve, though single readings can be large; an effect the other way counts as inactive or inconclusive.

Molecule	ATXN2 expr inh	IL-1B inflam inh	SW480 rereplic	KB-3-1 cytotox	HT1080 IDH1KD tx	HT1080NT lethal	S2 tox	HepG2 viability	MCF10A rereplic
COC(=O)c1cn(CCOc2ccc(C)cc2)c2ccccc12	-2%	19	15%	10%	-12%	1%	i	-15%	u
Cc1cc(C)n(-c2ccc(C(=O)OCC(=O)Nc3ccc(S(N)(=O)=O)cc3)cc2)n1	-4%	-1	-12%	-5%	0%	-5%	i	5%	-1%
Cc1cc(-c2ccc(C)c(S(=O)(=O)NCCCN(Cc3ccccc3)C(C)C)c2)on1	x	-12	18µM*	-6%	-2%	-15%	u	-40%	u
CCOc1ccc(NC(=S)NS(=O)(=O)c2cc(Br)ccc2OCC)cc1	x	15	u	3%	-14%	-1%	i	162%	2%
CC(C)(C)c1ccc(/C=N/OCC(=O)NCc2ccc(F)cc2)cc1	-17%	-69*	21µM*	-2%	u	u	i	-1%	u
COCCn1cc(C(=O)c2ccccc2OCC(=O)Nc2cc(C)on2)cc(C#N)c1=O	6%	29	-5%	-1%	8%	11%	i	-37%	-6%
CCOC(=O)[C@]12CCCC=C1N(Cc1ccco1)C(=O)[C@H](CC(=O)NCCC(C)C)C2	4%	18	x	4%	7%	20%	i	x	x
COc1cccc(-n2ccn(CC(=O)NCCc3ccccc3)c(=O)c2=O)c1	-9%	1	-8%	-3%	8%	11%	i	-28%	6%
O=C(c1ccc(F)cc1)N1CCC2(CC1)NCCc1[nH]cnc12	-16%	10	u	u	-2%	8%	i	17%	-7%
COc1cccc(CNC(=O)c2ccc(NC(=O)C3CCCO3)cc2)c1 (stereo unspecified)	4%	-6	-5%	14%	6%	16%	i	5%	4%
CCOc1ccc(Br)cc1C1C(C(=O)OC)=C(N)Oc2cc(N(C)C)ccc21 (stereo unspecified)	-4%	30	u	u	15µM*	12µM*	i	-7%	10µM*
O=C(NCc1cccc(C(F)(F)F)c1)c1ccc2sc(C3=C[C@@H](O)[C@@H](O)[C@@H](CO)O3)nc2c1	12%	13	x	0%	2%	10%	i	5%	x
COc1cc(NC(=O)c2cc(C)no2)c(OC)cc1Cl	-16%	47	-16%	11%	0%	-1%	i	1%	28%
CCCCOc1ccc(C(=O)N2CC(C)OC(C)C2)cc1 (stereo unspecified)	-13%	-5	-27%	-3%	3%	8%	i	-15%	30%
COc1ccccc1OCc1cc(C(=O)N(C)CCC2CCOCC2)no1	x	-22	x	-9%	0%	1%	i	-25%	x

The last three entries of the section before open the next one:
Molecule	ATXN2 expr inh	IL-1B inflam inh	SW480 rereplic	KB-3-1 cytotox	HT1080 IDH1KD tx	HT1080NT lethal	S2 tox	HepG2 viability	MCF10A rereplic
COc1cc(NC(=O)c2cc(C)no2)c(OC)cc1Cl	-16%	47	-16%	11%	0%	-1%	i	1%	28%
CCCCOc1ccc(C(=O)N2CC(C)OC(C)C2)cc1 (stereo unspecified)	-13%	-5	-27%	-3%	3%	8%	i	-15%	30%
COc1ccccc1OCc1cc(C(=O)N(C)CCC2CCOCC2)no1	x	-22	x	-9%	0%	1%	i	-25%	x
O=C(Cn1cncn1)c1ccc(Cl)cc1	-1%	-3	-5%	-1%	-6%	13%	i	8%	1%
O=S(=O)(c1ccc(F)cc1)N1CCCC(CO)C1 (stereo unspecified)	0%	5	-6%	0%	6%	4%	i	-2%	-3%
COc1ccccc1NC(=O)c1cc(N)cc(C(=O)Nc2ccccc2OC)c1	-17%	-20	-9%	-1%	1%	-5%	i	-16%	-7%
C=C(C)C(=O)Nc1cccc(C2=NOC3(C2)C[C@@H](C(N)=O)N(C(=O)C(=C)C)C3)c1 (stereo partly specified)	6%	-6	-35%[inhibitor]	9%	2%	3%	i	2%	2%
CCN(CC)C(=O)Sc1cccc2cccnc12	9%	10	-5%	0%	2%	13%	i	-39%	-7%
CCOc1ccc(Cl)cc1CNc1nnnn1CC	x	8	3%	-3%	-7%	-2%	i	-11%	7%
COc1ccc(-c2nc3cc(NC(=O)COc4ccc(C)c(C)c4)ccc3o2)cc1	45%[activator]	x	x	7%	x	x	u	0%	x
Cc1ccc(NC(=O)CSc2nc3ccc(NC(=O)c4ccco4)cc3s2)cc1	-31%	x	x	3%	x	x	u	-50%	x
COc1cc2c(cc1OC)CN(Cc1ccc(C)cc1)CC2	-16%	-12	-2%	14%	-2%	-7%	i	-15%	5%
CC1=C(C(=O)OCCCBr)C(c2ccc3c(c2)OCO3)NC(=O)N1 (stereo unspecified)	-14%	-1	3%	u	8%	-2%	i	-11%	4%
CCOC(=O)c1ccc(NC(=O)C(CC)CC)cc1	-4%	2	10%	16%	7%	18%	i	-8%	2%
COC(=O)CCCC1=CC2=CC(=O)C(C)(OC(=O)c3cccs3)C(=O)C2=CN1c1cccc(C#N)c1 (stereo unspecified)	4%	1	-2%	17%	6%	12%	u	4%	-3%
O=C(NC1CCSC1=O)C1CC(=O)N(c2ccc(F)cc2)C1 (stereo unspecified)	0%	-2	-13%	12%	8%	15%	i	12%	-10%
COc1ccccc1Cc1c(-c2cccc(Cl)c2)nc2ccc(C)cn12	0%	0	x	u	u	u	x	-45%	x
O=C(Nc1nccs1)c1ccc(S(=O)(=O)NCC2CCCCC2)cc1	-11%	-19	0%	-13%	u	-30%	i	-5%	u
COc1ccccc1NC(=O)Cn1c(CCC(=O)O)ccc1-c1ccc(C)cc1	-6%	14	-13%	1%	9%	10%	i	0%	2%
CC1CCCN(CCCNC(=O)c2cn(C)c3ccc(S(=O)(=O)N(C)C4CCCCC4)cc3c2=O)C1 (stereo unspecified)	0%&-24%	1	-7%	-4%&0%	3%	-6%	u	-7%&-12%	5%
CCOC1CCCC(n2cnc3c(=S)nc[nH]c32)O1 (stereo unspecified)	-23%	10	u	u	u	-18%	i	-1%	u
CN(C)c1cccc(C(=O)N2CCC(n3nccc3NC(=O)C3CCOC3)CC2)c1 (stereo unspecified)	-2%	-12	-11%	14%	15%	1%	i	-2%	-1%
Cc1nn(C(C)C(=O)N2CCCC2)c(=O)c2nn(-c3ccccc3)c(C)c12 (stereo unspecified)	4%	0	-22%	-14%	0%	11%	i	12%	13%
CCn1c(=NC(=O)c2ccc(S(=O)(=O)N3CCOCC3)cc2)sc2cccc(OC)c21	u	-12	0%	u	-22%	-21%	i	6%	u
CCOc1ccc(C(=O)C(C)OC(=O)Cn2[nH]c(=O)c3ccccc3c2=O)cc1 (stereo unspecified)	-11%	0	-2%	25%	0%	-3%	i	-5%	14%
O=C(O)CC(c1cccc(C(F)(F)F)c1)N1CCS(=O)(=O)CC1 (stereo unspecified)	-6%	-8	-3%	-6%	10%	14%	i	1%	0%
C[C@H](NC(=O)c1[nH]cnc1C(=O)Nc1ccccc1F)c1ccccc1	u	30	x	u	-7%	-14%	u	20%	x
COc1ccc(-n2nc(C(=O)NCC(=O)NCc3ccco3)c3ccccc3c2=O)cc1Cl	2%	-4	0%	29%	0%	1%	u	2%	u
O=C(Nc1nc2ccccc2s1)C1CCCO1 (stereo unspecified)	22%	5	0%	17%	1%	1%	i	-15%	-3%
CC(=O)Nc1ccc(C2=NNC(=Nc3cccc(S(=O)(=O)N(C)C)c3)SC2)cc1	x	-79*	-54%[inhibitor]	1%	u	u	u	-23%	u
O=C(NCc1cccnc1)C(=O)NCC(c1ccco1)N1CCN(c2ccccc2)CC1 (stereo unspecified)	0%	4	u	0%	6%	12%	i	2%	4%
Cc1ccc(C)c(OCC(=O)NC(Cc2c[nH]c3ccccc23)C(=O)O)c1 (stereo unspecified)	-3%	30	-2%	-7%	2%	7%	i	1%	-1%
Cc1ccc(C(=O)OCC(=O)N2CCC(C)CC2)cc1S(=O)(=O)N1CCCCC1	9%	i	-19%	-11%	0%	6%	u	7%	18%
OCCCc1nc2n(n1)C(c1ccccc1)C=C(c1ccccc1)N2 (stereo unspecified)	-7%	56	-1%	4%	8%	8%	x	-3%	-10%
CCN(C(=O)CSc1cccc[n+]1[O-])C1CCCCC1	x	7	-4%	3%	-1%	1%	u	6%	-3%
CN(Cc1nccn1C)C(=O)CC1C(=O)NCCN1Cc1ccccc1C(F)(F)F (stereo unspecified)	12%	12	-5%[1.84 µM]	-5%	-6%	-11%	i	-5%	12%
COc1ccc(CC(=O)NCCS(=O)(=O)N2CCN(c3ccccc3)CC2)cc1OC	-8%	16	2%	-10%	6%	7%	i	2%	0%
C/C(=N\Nc1ccc(Cl)c(Cl)c1)c1ccc(-n2ccnc2)cc1	u	-65*	u	-4%	-25%	-23%	u	-31%	u
CCOC(=O)N1CCN(c2c(N3CCOCC3)c(=O)c2=O)CC1	0%	13	-13%	19%	15%	2%	i	1%	-5%
O=C(Nc1c2c(nn1-c1ccccc1)CS(=O)C2)c1ccc(Br)o1 (stereo unspecified)	-4%	i	-15%	17%	-3%	11%	i	0%	-1%
CCC(C)[C@H]1CNCCN1CCCc1cc(OC)c(OC)c(OC)c1 (stereo partly specified)	10%	11	-37%[inhibitor]	0%	7%	8%	i	6%	2%
O=C(O)c1sccc1OCc1ccccc1	25%[11.3 µM]	20	-3%	6%	-6%	1%	i	0%	2%
CN(C(=O)COn1nnc2ccc(S(=O)(=O)N3CCOCC3)cc21)c1ccccc1	-2%	-1	0%	-4%	4%	2%	u	13%	-7%

Random draw from the library (roughly 8.9% active in at least one column).
